# Bioassay records deposited in PubChem BioAssay by several laboratories.
# EP2 mod: modulates human prostaglandin E2 receptor EP2 signaling | P43116 | EP2-expressing cells, cAMP HTRF FRET, PGE2 co-stimulation | induction, % at 25 µM | 0.83% of 260,000 active | AID 940;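 active = compounds whose cAMP rise, as percent of the full-agonist control response, exceeds 60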;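 note: rat C6 glioma line stably carrying human EP2 under a CMV promoter; the protocol text gives 20 µM as final concentration; 100% = response of wells given 1 µM PGE2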
# Target sequence (P43116 whole entry, looked up): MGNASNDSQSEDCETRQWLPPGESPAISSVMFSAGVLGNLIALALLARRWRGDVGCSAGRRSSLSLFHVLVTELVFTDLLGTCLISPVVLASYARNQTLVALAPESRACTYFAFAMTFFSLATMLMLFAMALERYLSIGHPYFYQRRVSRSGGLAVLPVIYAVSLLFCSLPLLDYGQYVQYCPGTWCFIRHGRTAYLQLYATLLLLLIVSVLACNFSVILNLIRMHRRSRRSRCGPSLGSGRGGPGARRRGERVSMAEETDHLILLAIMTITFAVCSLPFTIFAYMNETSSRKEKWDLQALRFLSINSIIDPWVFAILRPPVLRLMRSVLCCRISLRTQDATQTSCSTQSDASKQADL
# NPY Y1 blocker: antagonists of human neuropeptide Y receptor Y1; inhibition, % at 3.6 µM; HEK293-CNG Y1 cells, membrane potential fluorescence; NPY at EC95, then isoproterenol; 1% of 200,000 active;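 active = inhibition above the campaign mean inhibition of all tested compounds plus 3 SD, cut at about 20% in these data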;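 note: 0% = DMSO wells given NPY plus isoproterenol and 100% = isoproterenol alone without NPY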
# Target sequence (P25929 whole entry, looked up): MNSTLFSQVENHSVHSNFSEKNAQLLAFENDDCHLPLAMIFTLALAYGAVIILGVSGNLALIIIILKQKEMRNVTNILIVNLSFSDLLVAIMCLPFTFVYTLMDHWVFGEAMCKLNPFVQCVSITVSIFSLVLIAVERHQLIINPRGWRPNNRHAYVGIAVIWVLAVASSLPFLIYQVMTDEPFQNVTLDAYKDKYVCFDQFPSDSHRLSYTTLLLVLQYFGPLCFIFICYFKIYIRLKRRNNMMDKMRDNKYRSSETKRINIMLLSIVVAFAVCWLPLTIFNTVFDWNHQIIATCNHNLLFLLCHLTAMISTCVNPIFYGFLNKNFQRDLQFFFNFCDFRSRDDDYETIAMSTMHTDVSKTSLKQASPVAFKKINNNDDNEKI
#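 Benchmarks – high control isoproterenol alone, low control NPY with isoproterenol · Material – HEK293 Y1/CNG channel cell line · Times – dye 3 h, compound 60 min room temperature, stimulation 45 min · Probe or stimulus – NPY (25 nM), isoproterenol (1 µM), Ro 20-1724 (25 µM) · Evaluation – % inhibition of NPY effect · Signal – fluorescence, membrane potential probe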
# NPY2 pot ag: potentiates or activates human NPY-Y2 receptor | P49146 | cells expressing NPY-Y2, potentiator/agonist read-out | activation, % at 3.6 µM | 0.45% of 220,000 active | AID 1359; in the data active = activation above about 27%;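 note: cells stimulated with NPY near EC25 plus isoproterenol at EC100; 0% = vehicle plus submaximal agonist and 100% = vehicle plus saturating agonist; some results beyond the cut were filed as inactive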
# TRPN1 ag: activates the zebrafish TRPN1 channel. activation, % at 3 µM. 0.18% of 220,000 active. HEK293 zebrafish TRPN1-YFP, Fluo-8 calcium fluorescence; 100% = response to 87 µM carbachol;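 active = activation above its plate's cutoff, the mean activation of test wells on that plate plus 3 SD, cut at about 19% in these data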;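 note: 0% = DMSO alone and 100% = 87 µM carbachol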
#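 Material – zebrafish TRPN1-YFP in HEK293 cells · Doses – 3 µM single point · Schedule – dye 1 h 37 °C plus 30 min RT · Signal – Fluo-8 calcium fluorescence, excitation 470-495 nm, emission 515-575 nm · Read-out – % activation versus carbachol response · Control set – carbachol high, DMSO low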
# NPY1 pot ag: human NPY-Y1 potentiation or agonism, primary screen; P25929; NPY-Y1 expressing cells, potentiator/agonist activation; activation, % at 3.6 µM; 0.37% of 220,000 active; AID 1304; in the data active = activation above about 33%, passing the limit was not always enough;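 note: cells stimulated with NPY at EC10 then isoproterenol at EC100; 0% = low agonist plus stimulus and 100% = saturating agonist plus stimulus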
# S1P4 antag: human S1P4 receptor antagonism. O95977. inhibition, % at 4.98 µM. 0.26% of 220,000 active. S1P4-expressing cells, antagonist mode, reporter read-out; in the data active = inhibition above about 29%;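 note: 0% = wells stimulated with agonist and 100% = vehicle wells without agonist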
# TRPML3 ag: agonists of human TRPML3 channel. HEK293 TRPML3-YFP, Fluo-8 calcium fluorescence; 100% = the carbachol control signal. 0.29% of 220,000 active. activation, % at 3 µM. AID 1448;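 active = activation above its plate's cutoff, the mean activation of the plate's test wells plus 3 SD, cut at about 12% in these data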;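 note: 0% = DMSO only wells and 100% = carbachol wells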
#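 Test system: TRPML3-YFP stable HEK293 cells. Doses: single point at 3 µM. Incubation: dye loading 1 h 37 °C then 30 min ambient, 125 s read. Signal: Fluo-8 calcium dye fluorescence, ex 470-495, em 515-575 nm. Measure: percent activation from peak-to-basal fluorescence ratio, scaled between DMSO and carbachol.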
# S1P4 agonist: human S1P4 receptor agonism | S1P4-expressing cell line, agonist reporter assay | activation, % at 4.98 µM | 0.35% of 220,000 active; in the data active = activation above about 11%;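 note: 0% = DMSO vehicle and 100% = reference agonist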
# CHOP inh: inhibitors of CHOP induction in ER stress response | inhibition, % at 10 µM | 3.8% of 220,000 active | CHO-K1 CHOP-promoter luciferase, tunicamycin-induced, 15-18 h | AID 2732;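 active = compounds that reduced the stress-induced luciferase reporter signal by more than about 70% of percent inhibition, limit read from the data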;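 note: 0% = tunicamycin plus vehicle and 100% = wells without tunicamycin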
# * hit, by the source's call; · = not tested or not shown.
SMILES,EP2 mod,NPY Y1 blocker,NPY2 pot ag,TRPN1 ag,NPY1 pot ag,S1P4 antag,TRPML3 ag,S1P4 agonist,CHOP inh
COc1ccc(OC)c(C(=O)COC(=O)C2CC3CCCC(C2)C3=O)c1 (configuration not stated),-21,-4,-10,1.2,4,-6,0.1,1.9,29
CCOC(=O)C1(Cc2ccccc2)CCN(Cc2cccc3nccnc23)CC1,-10,9,-4,-2.2,-13,-16,-0.4,-0.8,-6
CSc1nnc2c(n1)OC1(Nc3ccccc3-2)C(=O)Nc2ccccc21 (configuration not stated),12,1,-1,0.3,7,12,-0.4,-1.6,0
Cc1occc1C(=O)NCCc1cccc(Cl)c1,24,-1,-13,-1.4,-5,-17,-0.4,1.7,-21
CCc1nnc(N/N=C/c2ccc(N3CCC(C)CC3)c([N+](=O)[O-])c2)n1N,11,-9,7,-0.1,9,-16,0.1,0.8,29
CC(=O)/C(=N/Nc1ccccc1[N+](=O)[O-])N1CCCc2ccccc21,44,·,-15,-3.5,7,11,-1.1,-1.3,14
COc1ccc(/C=N/N(C)c2cc(=O)n(C)c(=O)[nH]2)cc1OC,-3,4,-20,1.9,5,-7,0.1,-1.5,-23
CCC(C)(C)C1CCC(=NNC(=S)Nc2cccnc2)CC1 (configuration not stated),-6,2,-3,-1.7,-9,-9,0.0,0.7,-8
COCCNC(=O)CCCn1c(=O)c2cc(OC)c(OC)cc2n(CC(=O)NCCC2=CCCCC2)c1=O,22,4,-5,1.1,5,-10,0.4,-2.0,2
O=C(CSc1ccc(Cl)cc1)N1CCOCC1,33,-2,6,-0.4,4,9,0.2,2.7,1
CC(C)NC(=O)[C@@H]1C[C@@]1(C)[C@@H](NC(=O)OCc1ccccc1)c1ccccc1,-1,-2,-8,0.0,-18,17,0.0,1.2,11
Cc1ccc(S(=O)c2ccc(NC(=O)C3CC3)cc2C#N)cc1 (configuration not stated),-62,-5,5,10,14,-4,4.3,-0.2,37
CCOC(=O)c1c(C)c(C)n(Cc2ccc(OC)c(OC)c2)c1C,14,0,-5,0.2,-13,-3,0.0,0.5,51
COc1ccc(C(CNC(=O)c2cc(=O)[nH]c3ccccc23)N2CCCC2)cc1 (configuration not stated),5,7,-3,0.4,-3,-14,0.5,1.0,8
COc1ccc(N/C=C(\C(C)=O)c2ccc(OC)c(OC)c2)cc1OC,-21,4,9,-0.5,-13,-10,-0.9,1.1,5
CCCC[C@H](CN(N=O)[C@@H](Cc1ccccc1)CN(C)N=O)N(CCc1ccccc1)N=O,5,15,-14,4.3,8,-1,2.3,1.1,5
CSc1nc(Cl)cc(=O)[nH]1,-2,·,1,1.9,12,-15,0.6,0.0,-16
CCOc1cccc(/C=N/NC(=S)NCCN2CCOCC2)c1O,-21,1,-9,0.4,-18,-3,0.3,-1.2,-8
N#CCc1c(C#N)c(N)nc(Nc2ccccc2)c1C#N,3,·,-5,1.0,23,-31,-0.6,2.2,1
COC(=O)C1=NN(C(=O)c2ccc(Cl)cc2)C(O)(c2ccccc2)C1 (configuration not stated),-6,7,5,1.6,4,-4,-1.2,0.2,9
Cc1c(C(=O)OCC(=O)N(C)c2ccccc2)cccc1[N+](=O)[O-],-64,-5,10,0.4,5,10,-0.4,-2.1,-3
COc1ccc(NC(=O)NNc2cc(N3CCOCC3)nc(N3CCOCC3)n2)cc1,32,-1,-4,1.0,6,-6,1.2,-0.2,-8
CCSc1nc(N2CCCCC2)c2c(c1C#N)CCCC2,36,-2,22,0.6,-30,12,0.7,-3.1,48
Cc1nn(Cc2ccc(Cl)c(Cl)c2)c(C)c1NC(=O)c1noc2c1CCCCC2,18,6,9,0.3,-1,-6,-0.3,0.1,68
CC(C)COP(=O)(c1ccc(N(C)C)cc1)C(O)c1ccncc1 (configuration not stated),24,-3,-5,0.5,2,8,0.5,0.3,18
CCCC(=O)n1nc(-c2ccc(C)cc2)nc1NCc1ccco1,17,0,8,-0.5,-15,-4,0.1,-1.1,10
Cc1nnc(OC(C)C)c2nn(-c3ccccc3F)c(C)c12,-3,4,-10,0.3,17,-13,-0.1,1.5,8
CCN(CC)S(=O)(=O)c1ccc(N2CCCCC2)c(NC(=O)/C(C#N)=C/c2ccc(OC)cc2)c1,3,-1,-9,1.1,-2,-28,0.2,-0.1,13
Cn1c(SCc2ccccn2)nc2c1c(=O)[nH]c(=O)n2C,21,·,17,1.6,1,-13,0.9,-0.2,-4
CC1CC(=O)Nc2cc([N+](=O)[O-])ccc2N1 (configuration not stated),15,·,-5,-0.2,1,4,0.1,-1.0,-2
NC(=S)N/N=C/c1c(O)c(Br)cc2oc3c(c12)CCCC3,-31,·,8,1.5,16,-3,0.7,0.1,29
Cc1ccccc1-c1cc(C(=O)Nc2sc(C)c(C)c2C(N)=O)c2ccccc2n1,6,0,-21,-0.1,-14,1,1.0,-3.1,75*
COc1ccc(OC)c(NS(=O)(=O)c2ccc(Cl)nc2)c1,14,1,3,-0.5,8,-11,0.0,0.2,23
CCN(CC)c1ccc(/C=N/OC(C)C(=O)Nc2ccc(C)cc2)cc1 (configuration not stated),-21,-1,-21,-1.8,-37,-25,-0.2,1.4,18
O=C(Nc1ncnc2sc3c(c12)CCCCC3)c1ccccc1,20,4,-2,-0.9,-17,-4,-1.2,-0.7,28
COc1ccccc1-c1nnn(CC#N)n1,-1,0,0,0.0,-1,-13,0.0,-0.1,-5
Oc1[nH]c2ccccc2c1C=Nc1ccc2c(c1)OCCO2,-7,1,16,0.5,11,2,0.4,-1.7,46
O=S(=O)(c1ccc(-c2csc(=Nc3ccccc3)n2CCCN2CCOCC2)cc1)N1CCOCC1,0,-2,10,-0.6,6,-5,1.0,-1.1,39
Cc1cc2nn(-c3cccc4ccccc34)nc2cc1NC(=O)c1cccs1,-25,7,-25,3.6,-21,-4,0.5,-2.5,-4
O=C(c1cnn2c(C(F)F)cc(-c3ccccc3)nc12)N1CCOCC1,-7,4,10,2.0,-26,-21,0.5,1.9,22
COc1ccc(CCNC(=O)Cn2c(=O)n(CC3CCCO3)c(=O)c3cc(OC)c(OC)cc32)cc1OC (configuration not stated),26,2,-6,0.7,1,-22,0.9,-0.4,0
Cc1ccc(C)c(NC(=S)c2ccccn2)c1,26,6,-8,-2.8,-17,-15,-1.5,-1.2,-121
O=S(=O)(NCc1ccccc1)c1cccs1,1,5,3,-1.3,8,-18,0.2,1.4,19
Cc1ccc2cc(CCNC(=O)c3ccc(C)c([N+](=O)[O-])c3)c(=O)[nH]c2c1,-53,2,-7,0.5,7,-12,0.6,1.5,49
COCCN(CC(=O)Nc1ccccc1)S(=O)(=O)c1ccc(S(=O)(=O)N2CCCC2)cc1,-7,1,-4,1.0,11,-10,0.8,-0.5,7
S=C(NCCc1ccccn1)NC1CC2CCC1C2 (configuration not stated),-11,·,-6,0.4,-9,10,0.1,-1.4,-42
Nc1[nH]n2c(=O)cc(-c3ccccc3)nc2c1N=Nc1ccc2c(c1)OCO2,0,8,-11,-0.2,-1,-14,0.5,-2.8,-32
C=CCn1c(=O)c2c3c(sc2n2c(Nc4ccc(C(=O)OCC)cc4)nnc12)CCCC3,28,-8,5,0.1,-1,-4,-0.3,-0.8,88*
COC(=O)C(Cc1ccccc1)NC(=O)C(CC(C)C)NC(=O)OC(C)(C)C (configuration not stated),55,5,-1,-0.1,-18,2,-0.2,0.0,-13
Cc1oc2c(c1C(=O)NCc1cccnc1)C(=O)c1ccccc1C2=O,-53,4,-32,1.5,0,90*,0.8,-0.2,104*
CC(C)Cn1c(=O)c(C2=NS(=O)(=O)c3ccccc3N2)c(O)c2ccccc21,·,0,-5,0.4,5,-24,0.2,2.8,·
Cc1cccc2cc3c(N)c(C(=O)Nc4ccc(N5CCOCC5)cc4)sc3nc12,-59,-4,15,3.5,9,-11,1.4,-2.4,51
CC(=O)CSc1nc2cc3c(cc2cc1C#N)OCCO3,-13,-1,-8,-0.3,-8,-4,1.2,-0.6,36
CCOc1ccccc1C(C(=O)NCCOC)N(CCOC)C(=O)Cn1nnc2ccccc21 (configuration not stated),3,2,13,-1.9,-12,-9,0.4,2.1,12
COC(=O)C1=C(O)/C(=C\c2cc(C)n(-c3ccccc3C)c2C)N=C1C,-29,-3,3,0.1,1,-13,0.8,-1.7,-4
O=c1c[n+]([O-])c2ccccc2n1OCc1ccccn1,19,0,5,-0.8,-24,-7,0.4,1.9,-9
CCN(CC)S(=O)(=O)c1ccc2c(c1)c(C(=O)O)cn2C,12,5,-5,0.4,-13,-6,0.6,0.0,-7
CSCCC(NC(=O)OC(C)(C)C)C(=O)Oc1ccc2c(=O)c(-c3ccc4c(c3)OCCO4)coc2c1 (configuration not stated),40,0,4,-0.3,-4,-12,0.0,-0.5,6
COc1ccc(F)cc1C(=O)C1CCCN(Cc2cccn2-c2ccccn2)C1 (configuration not stated),-18,35*,-27,-0.2,-29,23,0.4,2.3,18

# Part of the list above, with two lines to a compound:
# Under each structure: EP2 mod	NPY Y1 blocker	NPY2 pot ag	TRPN1 ag	NPY1 pot ag	S1P4 antag	TRPML3 ag	S1P4 agonist	CHOP inh
Cc1ccc(C)c(NC(=S)c2ccccn2)c1
    26	6	-8	-2.8	-17	-15	-1.5	-1.2	-121
CSCCC(NC(=O)OC(C)(C)C)C(=O)Oc1ccc2c(=O)c(-c3ccc4c(c3)OCCO4)coc2c1 (configuration not stated)
    40	0	4	-0.3	-4	-12	0.0	-0.5	6
COc1ccc(CCNC(=O)Cn2c(=O)n(CC3CCCO3)c(=O)c3cc(OC)c(OC)cc32)cc1OC (configuration not stated)
    26	2	-6	0.7	1	-22	0.9	-0.4	0
CCN(CC)S(=O)(=O)c1ccc2c(c1)c(C(=O)O)cn2C
    12	5	-5	0.4	-13	-6	0.6	0.0	-7
COc1ccc(F)cc1C(=O)C1CCCN(Cc2cccn2-c2ccccn2)C1 (configuration not stated)
    -18	35*	-27	-0.2	-29	23	0.4	2.3	18
CCOc1ccccc1C(C(=O)NCCOC)N(CCOC)C(=O)Cn1nnc2ccccc21 (configuration not stated)
    3	2	13	-1.9	-12	-9	0.4	2.1	12
CC(C)Cn1c(=O)c(C2=NS(=O)(=O)c3ccccc3N2)c(O)c2ccccc21
    ·	0	-5	0.4	5	-24	0.2	2.8	·
